Rpn11 inh = inhibitors of human proteasome Rpn11; calls only at 20 µM; human 26S proteasome, Ub4-pepOG fluorescence polarization; 20S core pre-blocked with epoxomicin; AID 588493; hit rate 0.59% among 360,000; O00487;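 active = inhibition at 20 µM, scaled to each plate's controls, above about 33%, limit read from the data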
PABP1 MLLE inh = blocks PAM2 peptide binding to the PABP1 MLLE domain; P11940; GST-MLLE / FITC-PAM2 fluorescence polarization; inhibition, % at 20 µM; hit rate 0.36% among 360,000; AID 588489; in the data active = inhibition above about 35%, passing the limit was not always enough;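 note: plate controls were DMSO wells with GST-MLLE for no effect and wells lacking GST-MLLE protein for full effect; some results filed as inactive read as strong as hits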
SKN-1 inh = inhibitors of C. elegans SKN-1; hit rate 0.49% among 360,000; C. elegans VP596 Pgst-4::GFP/RFP ratio, acrylamide-induced, 24 h; AID 624304; inhibition, % at 21.8 µM;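 active = interference check ratio from 0.5 to 1.5 plus GFP to RFP signal ratio inhibition reaching or exceeding a fixed threshold, cut at about 30% in these data, passing the limit was not always enough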; note: some compounds called inactive have numbers as strong as hits
Rin1-Abl PPI inh = human Rin1-Abl interaction inhibition | P00519+Q13671 | TR-FRET Rin1/Abl binding, biochemical | inhibition, % at 7.35 µM | hit rate 0.4% among 360,000 | AID 588664; in the data active = inhibition above about 5%, passing the limit was not always enough
Target sequence (P00519 whole entry, looked up): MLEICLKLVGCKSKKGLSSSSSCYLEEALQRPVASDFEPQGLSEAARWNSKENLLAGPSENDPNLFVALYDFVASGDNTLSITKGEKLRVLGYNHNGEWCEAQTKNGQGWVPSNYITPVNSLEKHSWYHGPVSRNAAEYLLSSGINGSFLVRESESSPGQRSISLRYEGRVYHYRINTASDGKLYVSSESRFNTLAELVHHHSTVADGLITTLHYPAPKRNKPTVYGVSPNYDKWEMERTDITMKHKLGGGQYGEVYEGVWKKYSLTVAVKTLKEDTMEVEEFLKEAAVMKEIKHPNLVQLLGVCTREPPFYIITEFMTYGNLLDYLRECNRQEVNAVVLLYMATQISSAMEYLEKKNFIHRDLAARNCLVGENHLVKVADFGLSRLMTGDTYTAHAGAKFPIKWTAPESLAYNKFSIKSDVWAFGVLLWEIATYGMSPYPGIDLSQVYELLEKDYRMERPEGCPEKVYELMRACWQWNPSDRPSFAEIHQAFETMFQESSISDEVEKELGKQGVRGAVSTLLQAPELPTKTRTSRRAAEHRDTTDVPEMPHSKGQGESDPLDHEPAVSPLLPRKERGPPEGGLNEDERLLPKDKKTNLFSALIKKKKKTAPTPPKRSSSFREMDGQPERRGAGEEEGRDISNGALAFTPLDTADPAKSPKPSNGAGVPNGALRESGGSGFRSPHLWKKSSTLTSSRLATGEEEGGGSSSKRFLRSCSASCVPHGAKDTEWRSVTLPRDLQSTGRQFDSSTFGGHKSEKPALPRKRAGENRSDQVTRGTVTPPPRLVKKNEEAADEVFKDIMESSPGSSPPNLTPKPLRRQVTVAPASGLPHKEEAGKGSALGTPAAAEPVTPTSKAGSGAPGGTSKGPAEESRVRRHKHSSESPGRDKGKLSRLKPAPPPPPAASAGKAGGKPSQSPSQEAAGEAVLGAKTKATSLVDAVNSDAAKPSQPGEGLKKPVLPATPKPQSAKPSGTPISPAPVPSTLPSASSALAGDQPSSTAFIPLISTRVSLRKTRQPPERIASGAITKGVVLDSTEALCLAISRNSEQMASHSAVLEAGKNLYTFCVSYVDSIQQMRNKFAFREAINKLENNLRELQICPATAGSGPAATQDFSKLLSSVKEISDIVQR
Target sequence (Q13671 whole entry, looked up): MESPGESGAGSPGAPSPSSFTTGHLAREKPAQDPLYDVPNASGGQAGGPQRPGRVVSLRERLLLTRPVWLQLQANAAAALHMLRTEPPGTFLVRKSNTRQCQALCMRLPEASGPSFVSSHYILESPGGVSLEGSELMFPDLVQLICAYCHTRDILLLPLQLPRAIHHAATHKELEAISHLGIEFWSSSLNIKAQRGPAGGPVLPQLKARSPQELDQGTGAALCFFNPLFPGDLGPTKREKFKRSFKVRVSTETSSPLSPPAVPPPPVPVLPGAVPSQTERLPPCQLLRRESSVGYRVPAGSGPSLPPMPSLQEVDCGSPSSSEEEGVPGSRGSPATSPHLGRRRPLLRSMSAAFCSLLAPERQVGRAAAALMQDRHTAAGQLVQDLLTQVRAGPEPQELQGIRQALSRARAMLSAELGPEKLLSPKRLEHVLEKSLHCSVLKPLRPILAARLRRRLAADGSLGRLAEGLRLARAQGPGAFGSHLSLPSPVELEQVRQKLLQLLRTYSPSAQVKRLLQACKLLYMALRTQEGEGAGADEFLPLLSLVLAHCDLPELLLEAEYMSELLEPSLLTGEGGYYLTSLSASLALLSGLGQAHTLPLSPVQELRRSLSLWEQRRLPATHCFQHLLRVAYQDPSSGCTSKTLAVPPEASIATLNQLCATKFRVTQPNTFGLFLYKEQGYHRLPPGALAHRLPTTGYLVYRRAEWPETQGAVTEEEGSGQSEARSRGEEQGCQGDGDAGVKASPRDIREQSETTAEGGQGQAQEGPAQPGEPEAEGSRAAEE
CSN inh = CSN deneddylation inhibition; Purified CSN, SCF-Nedd8-OG deneddylation, fluorescence polarization; hit rate 0.38% among 360,000; Q92905; inhibition, % at 12.5 µM;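 active = pattern-corrected inhibition above about 35%, with an unprinted fluorescence ratio check between 0.5 and 1.5, limit read from the data, passing the limit was not always enough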;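 note: 0% = enzyme with substrate and 100% = substrate without enzyme; some results filed as inactive read as strong as hits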
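Assay system: Purified human Csn5 enzyme expressed in HEK293T cells | Amount: Enzyme 0.24 nM | Measured by: Fluorescence polarization readout | Medium: Tris/NaCl/DTT buffer, pH 7.5 | Compound dosing: One concentration, 12.5 µM, 0.25% DMSO | Times: 90 min incubation of compound, enzyme and substrate at room temperature | Control set: no-enzyme wells high, enzyme-with-substrate wells low | Read-out: % inhibition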
Neddylation inh = cullin neddylation inhibition | AID 651699 | calls only at 25 µM | TR-FRET cullin neddylation, biochemical | hit rate 0.58% among 360,000 | P61081+Q13564; in the data active = inhibition above about 36%
NadD block = NadD (S. aureus) enzyme inhibition; hit rate 0.78% among 360,000; purified NadD enzyme, colorimetric absorbance read-out; inhibition, % at 20 µM; in the data active = inhibition above about 26%; note: some compounds past the cut are filed as inactive
FAS TE block = FAS thioesterase (human) inhibition; inhibition, % at 15 µM; P49327; recombinant FAS-TE, OMFH fluorogenic substrate, fluorescence endpoint; AID 602261; hit rate 0.67% among 360,000;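 active = compounds whose normalised, plate-corrected inhibition of enzyme fluorescence in the single-dose primary screen is 50% or more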;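 note: 0% = DMSO with enzyme and 100% = substrate without enzyme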
MT1-MMP act inh = MT1-MMP (human) activation inhibition; AID 651647; hit rate 0.061% among 360,000; HT1080 RFP-PRO-GFP cells, GFP/RFP ratio fluorescence, overnight; percent of plate control window, DMSO zero; P50281; GFP/RFP ratio change, % at 20 µM;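 active = GFP/RFP ratio change of at least 30% with cell ATP level not reduced by more than half and red fluorescence within 50% of control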; note: strong numbers were not always called active
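system = RFP-PRO-GFP reporter HT1080 cells | dosing = 20 µM single dose, 1% DMSO | timing = overnight cell settling, then overnight compound exposure, 37 °C, 5% CO2 | read-out basis = GFP/RFP fluorescence ratio | controls = DMSO and RFP-L50D-GFP cell wells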
Active calls of the source: *; i = inactive; / = not tested or not shown. No enrichment for hits, and some 3.9% of all compounds hit somewhere here.

nr	smiles	Rpn11 inh	PABP1 MLLE inh	SKN-1 inh	Rin1-Abl PPI inh	CSN inh	Neddylation inh	NadD block	FAS TE block	MT1-MMP act inh
1	O=C(OCc1cn([C@H]2C[C@H](c3ccc(Cl)cc3)N(C(=O)c3cccs3)C[C@@H]2O)nn1)c1ccccc1	i	-5	4	-1	4	i	0	-2	0
2	CCOC(=O)C1CCCN(/C=C2\SC(=S)N(CC)C2=O)C1 (configuration not stated)	i	-2	22	-4	0	i	6	8	6
3	CCOc1ccc2nc(NC(=O)CSc3nc(SC)ns3)sc2c1	i	5	9	-3	4	i	-5	19	3
4	O=C(NCCc1ccc(Cl)cc1)C1CC(=O)N(CCc2ccccc2)C1 (configuration not stated)	i	9	12	-1	-1	i	4	-1	-4
5	Cn1ccnc1SCC(=O)NC1CCCCC1	i	21	-1	-5	-6	i	-3	0	3
6	CC(=O)Nc1ccccc1C(=O)C(=O)Nc1ccc(C)c(C)c1	i	-2	3	2	7	i	-2	2	4
7	CCN(CC)C(=O)C1=C(C)N(Cc2ccccc2)C(=O)C(CC(=O)NCc2ccco2)C1 (configuration not stated)	i	-1	1	-6	-2	i	-2	-8	0
8	O=C(NNC(=O)C1CC(c2cccnc2)=NO1)Nc1cccc(F)c1 (configuration not stated)	i	-1	14	-3	-4	i	-5	-6	-4
9	CCOc1ccc(NC(=O)CCC(=O)NNC(=O)COc2ccc(C)cc2)cc1	i	12	3	3	-9	i	-5	-7	1
10	O=C(NC1CCCC1)C(c1ccccc1)n1c(-c2cccc3ccccc23)nc2ccccc21 (configuration not stated)	/	/	-1	/	-1	i	/	/	-9
11	CCOC(=O)C1C(C(=O)NN)C1C(=O)Nc1ccccc1 (configuration not stated)	i	-3	2	-1	4	i	-4	-6	0
12	CCCNc1nc2c(c(=O)[nH]c(=O)n2C)n1Cc1ccc(F)cc1	i	5	-15	-2	-4	i	5	-3	-3
13	N#CCCn1cc(C(=O)Nc2ccc(C(=O)O)cc2)c(-c2cc3ccccc3o2)n1	i	6	-11	-2	-1	i	-10	12	-2
14	CCOC(=O)c1ccc2nc(C)c(C)nc2c1	i	2	-10	0	-2	i	-1	-4	7
15	CC(C)c1ccccc1NC(=O)Nc1nc(C(N)Cc2ccc(C(F)(F)F)cc2)cs1 (configuration not stated)	i	-14	15	3	5	i	19	-16	2

More compounds follow.
nr	smiles	Rpn11 inh	PABP1 MLLE inh	SKN-1 inh	Rin1-Abl PPI inh	CSN inh	Neddylation inh	NadD block	FAS TE block	MT1-MMP act inh
16	Cc1cccc(NC(=S)NCc2cccs2)c1	i	-22	-4	-1	-4	i	-1	-4	0
17	C[C@H](CO)N1C[C@H](C)[C@H](CN(C)Cc2cncnc2)Oc2ncc(C#CC3(O)CCCC3)cc2C1=O	i	-3	15	1	1	i	1	-4	2
18	COc1ccc(N2C(=O)C3CCCN3C2c2cccc(F)c2)cc1Cl (configuration not stated)	i	-11	-3	2	-1	i	1	-2	6
19	COc1ccc(C2=NOC(C(=O)NCc3ccccn3)C2)cc1OC (configuration not stated)	i	0	-2	6	-4	i	7	-7	7
20	CCC(NC(=O)NCc1cccnc1)(C(F)(F)F)C(F)(F)F	i	9	-18	2	-7	i	-1	-2	-1
21	Cc1ccc(CNC(=O)C2CC(=O)N(CCC(C)C)C2)cc1 (configuration not stated)	i	11	-7	-2	2	i	-8	-4	5
22	CN1C(=O)/C(=C\c2cc(N=Nc3ccccc3)ccc2O)SC1=S	i	0	4	1	1	i	10	66*	32*
23	C=CCc1ccc(OCC(O)CN2CCc3ccccc3C2)c(OC)c1 (configuration not stated)	i	9	-14	-3	2	i	-10	2	5
24	O=C1OC(CC(=O)N(Cc2nnc(-c3ccc(Cl)cc3)o2)C2CC2)c2ccccc21 (configuration not stated)	i	-3	-9	0	-2	i	-1	3	-1
25	Cc1ccc(NC(=O)c2cc(C)nc3ccccc23)c(C)c1	i	-4	-2	-3	-3	i	3	-8	-2
26	CCN(CC)S(=O)(=O)c1ccc(N2CCOCC2)c(NC(=O)c2cc3ccccc3o2)c1	i	2	34	4	-4	/	3	11	-4
27	Cc1ccc(-n2c(C)nnc2SCC(=O)N2CCc3ccccc3C2)cc1C	i	13	2	2	-4	i	-1	1	1
28	COc1ccc(NC(=O)CSc2nc3[nH]ncc3c(=O)n2-c2ccccc2C)cc1OC	i	6	15	1	2	i	2	-28	-1
29	COc1ccc(CCNC(=O)COC(=O)c2cnc(C)cn2)cc1OC	i	-7	0	-1	-1	i	-2	-9	5
30	CC1=C(C(=O)N2CCOCC2)C(c2ccc(C)cc2)NC(=S)N1 (configuration not stated)	i	-141	0	1	3	i	3	-10	-16

Following part.
nr	smiles	Rpn11 inh	PABP1 MLLE inh	SKN-1 inh	Rin1-Abl PPI inh	CSN inh	Neddylation inh	NadD block	FAS TE block	MT1-MMP act inh
31	COc1ccc(NC(=O)CS(=O)(=O)c2ccccc2Cl)cc1	i	5	0	3	-1	i	0	0	-1
32	CCN1CCN(c2nc3c(c(=O)[nH]c(=O)n3C)n2Cc2cccc(C)c2)CC1	i	-11	3	-6	1	i	9	-4	3
33	CC(C)COC(=O)c1cc(-c2ccc(/C=N/n3cnnc3)o2)ccc1Cl	i	-4	-2	-3	-2	i	16	32	1
34	Cc1csc(=O)n1CC(=O)Nc1ccc(S(C)(=O)=O)cc1	i	13	8	-4	-2	i	-3	-10	-1
35	N#Cc1c(SCc2ccccc2)nc(N2CCOCC2)c2c1CCCC2	i	18	9	2	2	i	2	21	-12
36	CCCOC(=O)Nc1c(C)cccc1C(C)C	i	-7	2	1	-2	i	-1	-6	-2
37	OC[C@H]1O[C@H](c2nc(-c3nc(-c4cccc(-n5cccc5)c4)no3)cs2)C[C@@H]1O	i	-2	19	-2	2	i	-7	-7	-2
38	CCOC(=O)N1CCC(N(CCOC)C(=O)Nc2ccc(CC)cc2)CC1	i	-12	12	2	2	i	1	-1	0
39	COc1cccc(OCc2cc(C(=O)N3CCN(C(C)=O)CC3)no2)c1	i	5	10	2	1	i	-5	4	2
40	CCCC(c1nnnn1CS(=O)(=O)c1ccc(C)cc1)N1CCN(CC)CC1 (configuration not stated)	i	3	16	0	-9	i	-2	-3	1
41	COc1ccc(NC(=O)CSc2ccccc2)cn1	i	42*	-17	-4	-9	i	1	-7	1
42	CC(C)OCCCNS(=O)(=O)c1ccc2c(c1)oc(=O)n2C	i	-6	2	-3	-1	i	-2	-3	-5
43	COCCN(C(=O)CSc1cc(C)c2ccccc2n1)c1c(N)n(CC(C)C)c(=O)[nH]c1=O	i	-5	-1	-3	-3	i	12	-6	-2
44	CC(C(=O)NCC1CCCCC1)N(C)Cc1ccc(Br)cc1 (configuration not stated)	i	1	-7	1	-1	i	1	19	-3
45	CC(C)Cn1c(SCC(=O)N2CCN(S(=O)(=O)c3ccccc3)CC2)nc2ccccc21	i	-99	9	-6	-1	i	3	21	-7

Part of the list above in another layout.
14. CCOC(=O)c1ccc2nc(C)c(C)nc2c1
32. CCN1CCN(c2nc3c(c(=O)[nH]c(=O)n3C)n2Cc2cccc(C)c2)CC1
41. COc1ccc(NC(=O)CSc2ccccc2)cn1
Assay by compound | 14 | 32 | 41
Rpn11 inh | i | i | i
PABP1 MLLE inh | 2 | -11 | 42*
SKN-1 inh | -10 | 3 | -17
Rin1-Abl PPI inh | 0 | -6 | -4
CSN inh | -2 | 1 | -9
Neddylation inh | i | i | i
NadD block | -1 | 9 | 1
FAS TE block | -4 | -4 | -7
MT1-MMP act inh | 7 | 3 | 1

Remaining list, next part.
nr	smiles	Rpn11 inh	PABP1 MLLE inh	SKN-1 inh	Rin1-Abl PPI inh	CSN inh	Neddylation inh	NadD block	FAS TE block	MT1-MMP act inh
46	ClC1(Cl)CC1CSc1ncn[nH]1 (configuration not stated)	i	1	-9	-3	4	i	-4	-5	3
47	CN(Cc1ccc(F)cc1)C(=O)c1cccc(S(=O)(=O)N2CCN(c3ccccc3)CC2)c1	i	-3	-1	1	-3	i	-8	22	-4
48	CCN(CC(=O)NCCc1ccc(S(N)(=O)=O)cc1)Cc1nc2ccccc2c(=O)[nH]1	i	-1	-11	-5	-3	i	9	-4	2
49	CO[C@H]1CN(C)C(=O)c2ccc(NC(=O)NC(C)C)cc2OC[C@H](C)NC[C@H]1C	/	/	3	/	-1	i	/	/	-4
50	Brc1ccccc1-c1csnn1	i	-2	0	0	-6	i	1	-8	10
51	CC(=O)n1cc(C2CC(=O)OC3=C2CC(=O)C(C)(C)C3)c2ccccc21 (configuration not stated)	i	-14	18	4	29	i	6	-4	2
52	CCC1(C)NC(=O)N(/N=C/c2ccc(C)s2)C1=O (configuration not stated)	i	6	13	1	-3	i	0	-6	1
53	COC(=O)CNC(c1ccccc1)c1cc(Br)ccc1NS(=O)(=O)c1ccccc1 (configuration not stated)	i	-1	-5	-2	-3	i	-1	-2	0
54	COc1cc(C(=O)N/N=C/c2ccc3c(c2)c2ccccc2n3C)ccc1O	i	5	4	0	3	/	21	2	4
55	CCC(C)(C)NC(=O)C(c1ccccc1Cl)N(Cc1cccnc1)C(=O)CCC(=O)Nc1cc(C)on1 (configuration not stated)	i	-10	2	2	-1	i	2	-2	-1
56	CC(=O)Nc1ccc(SCCCC(=O)c2ccccc2)cc1	i	33	-22	3	2	i	-3	-2	0
57	COc1ccc(NC(=O)N2CCC(n3cnc4ccccc43)CC2)cc1	i	-4	1	2	4	i	0	-6	-3
58	CCCc1cc(C(=O)OC)c(NC(=O)CCC(=O)O)s1	i	6	9	4	10	i	0	-1	-4
59	CN(c1ccc(OCC(=O)OCC(=O)Nc2ccc([N+](=O)[O-])cc2)cc1)S(=O)(=O)c1cccs1	i	-4	3	3	-4	i	3	29	-3

Structural class, the compounds so far with an aryl thioether with sulfur outside any ring (10)
nr	smiles	Rpn11 inh	PABP1 MLLE inh	SKN-1 inh	Rin1-Abl PPI inh	CSN inh	Neddylation inh	NadD block	FAS TE block	MT1-MMP act inh
3	CCOc1ccc2nc(NC(=O)CSc3nc(SC)ns3)sc2c1	i	5	9	-3	4	i	-5	19	3
5	Cn1ccnc1SCC(=O)NC1CCCCC1	i	21	-1	-5	-6	i	-3	0	3
27	Cc1ccc(-n2c(C)nnc2SCC(=O)N2CCc3ccccc3C2)cc1C	i	13	2	2	-4	i	-1	1	1
28	COc1ccc(NC(=O)CSc2nc3[nH]ncc3c(=O)n2-c2ccccc2C)cc1OC	i	6	15	1	2	i	2	-28	-1
35	N#Cc1c(SCc2ccccc2)nc(N2CCOCC2)c2c1CCCC2	i	18	9	2	2	i	2	21	-12
41	COc1ccc(NC(=O)CSc2ccccc2)cn1	i	42*	-17	-4	-9	i	1	-7	1
43	COCCN(C(=O)CSc1cc(C)c2ccccc2n1)c1c(N)n(CC(C)C)c(=O)[nH]c1=O	i	-5	-1	-3	-3	i	12	-6	-2
45	CC(C)Cn1c(SCC(=O)N2CCN(S(=O)(=O)c3ccccc3)CC2)nc2ccccc21	i	-99	9	-6	-1	i	3	21	-7
46	ClC1(Cl)CC1CSc1ncn[nH]1 (configuration not stated)	i	1	-9	-3	4	i	-4	-5	3
56	CC(=O)Nc1ccc(SCCCC(=O)c2ccccc2)cc1	i	33	-22	3	2	i	-3	-2	0
